EBV gp42 inh – Epstein-Barr virus gp42 inhibitors, primary screen, biochemical, uHTS, fluorescence polarization; 220,000 tested, 0.42% active; AID 1085, 2008; Fluorescence polarization binding assay, mP read-out; Glycoprotein 42 (Epstein-Barr virus (strain AG876)), Q1HVG2; inhibition, % (tested at 21.74 µM); in the data active = inhibition above about 50%
Target sequence (Q1HVG2 whole entry, looked up): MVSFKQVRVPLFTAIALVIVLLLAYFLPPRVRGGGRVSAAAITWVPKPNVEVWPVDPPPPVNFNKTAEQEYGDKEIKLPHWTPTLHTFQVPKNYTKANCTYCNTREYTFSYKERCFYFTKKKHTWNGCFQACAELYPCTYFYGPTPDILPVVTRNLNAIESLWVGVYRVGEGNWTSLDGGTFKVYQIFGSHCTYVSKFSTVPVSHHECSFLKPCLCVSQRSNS
MDM2 E3 inh – MDM2-luciferase reporter signal enhancers, primary screen, MDM2 E3 ligase inhibitor project, cell-based, luminescence, 1536-well. E3 ubiquitin-protein ligase Mdm2 (Homo sapiens), Q00987. cell-based MDM2 ubiquitination luciferase reporter, 2 h; 0 = plate control, 100 = twice control, blank-subtracted. signal enhancement, % at 5 µM. 210,000 tested, 0.11% active;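 active = signal enhancement of 30% or more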;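 also: luminescence tracks abundance of the self-degrading MDM2-luciferase fusion protein; higher signal means inhibition of MDM2 E3 ligase activity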
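system = mammalian cells stably expressing self-ubiquitinating, self-degrading MDM2 E3–luciferase fusion | quantity = 2000 cells per well seeded | incubation = 4 h cell settling then 2 h compound exposure, 37 °C | signal = SteadyLite luminescence, 15 min reagent step | benchmarks = plate control and blank wells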
CHOP inh – inhibitors of CHOP promoter induction, primary screen, cell-based, unfolded protein response, luciferase reporter | CHO-K1 CHOP-promoter luciferase, tunicamycin-induced, 15-18 h | inhibition, % at 10 µM | 220,000 tested, 3.8% active | AID 2732, 2010;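 active = compounds that reduced the stress-induced luciferase reporter signal by more than about 70% of percent inhibition, limit read from the data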;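 also: 0% = tunicamycin plus vehicle and 100% = wells without tunicamycin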
NCF1 inh – p47phox/p22phox peptide binding inhibitors, primary screen, biochemical, uHTS, NADPH oxidase regulatory subunit; fluorescence polarization, 2 h; inhibition, % at 24.7 µM; 220,000 tested, 0.53% active; AID 1274, 2008;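 active = inhibition above about 30%, limit read from the data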;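 also: 0% = p47phox with labelled peptide and 100% = labelled peptide alone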
TRPN1 ag – zebrafish TRPN1 channel agonists, primary screen, cell-based, HEK293, calcium fluorescence; HEK293 zebrafish TRPN1-YFP, Fluo-8 calcium fluorescence; 100% = response to 87 µM carbachol; activation, % at 3 µM; 220,000 tested, 0.18% active;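 active = activation above its plate's cutoff, the mean activation of test wells on that plate plus 3 SD, cut at about 19% in these data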;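 also: 0% = DMSO alone and 100% = 87 µM carbachol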
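Assay system: Zebrafish TRPN1-YFP in HEK293 cells | Incubation: Dye loading 1 h at 37 °C, then 30 min room temperature | Measured by: Kinetic Fluo-8 fluorescence, ex 470-495, em 515-575 nm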
PPC-1+TRAIL kill – compounds killing PPC-1 cancer cells with TRAIL present, primary screen, TRAIL potentiator project, ATPLite luminescence, uHTS | PPC-1 cells + TRAIL, ATPLite viability luminescence | cell killing (% activity), % at 4 µM | 220,000 tested, 0.41% active;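 active = cell killing above 50% in the first pass at 4 µM, then a duplicate retest at 5 µM averaging 50% or more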;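 also: plate controls were cells with TRAIL plus DMSO for no effect and medium-only wells lacking cells for full effect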
TRPML3 agonist – human TRPML3 channel agonists, primary screen, cell-based, HEK293 TRPML3-YFP, Fluo-8 calcium fluorescence, 3 µM; AID 1448, 2008; 100% = the carbachol control signal; 220,000 tested, 0.29% active; activation, % at 3 µM; Mucolipin-3 (Homo sapiens), Q8TDD5;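 active = activation above its plate's cutoff, the mean activation of the plate's test wells plus 3 SD, cut at about 12% in these data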;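 also: 0% = DMSO only wells and 100% = carbachol wells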
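Material: TRPML3-YFP stable HEK293 cells | Dosing: One concentration, 3 µM nominal, 0.3% DMSO | Timing: 125 s total fluorescence read per well | Technique: Fluo-8 calcium dye fluorescence, ex 470-495, em 515-575 nm | Measure: Percent activation from peak-to-basal fluorescence ratio, scaled between DMSO and carbachol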
TNF necrop inh – inhibitors of TNF-alpha triggered necroptosis, primary screen, cell-based, Jurkat FADD-/-, single concentration; Jurkat FADD-/- TNF necroptosis rescue, ATP luminescence, 24 h; 0 = TNF only, 100 = no-TNF cells; activation (protection from cell death), % at 10 µM; 220,000 tested, 0.068% active; AID 463075, 2010;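 active = activation, meaning protection from cell death, of at least 50% relative to plate controls; inactive = activation below 50%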;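 also: necroptosis triggered by 40 ng/mL TNF-alpha added together with compound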
Runt-SMMHC FRET – inhibitors of RUNX1 Runt–CBFb-SMMHC binding, primary screen, biochemical, FRET, Cerulean-Runt, Venus-CBFb-SMMHC, uHTS; Runt-related transcription factor 1 (Homo sapiens) + Core-binding factor subunit beta …; Cerulean-Runt/Venus-CBFb-SMMHC FRET ratio 530/480, 1 h; inhibition, % at 20 µM; 220,000 tested, 0.74% active; AID 1434, 2008;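 active = mean inhibition across duplicate retests at 20 µM reaching about 50%, limit read from the data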;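 also: 0% = DMSO wells and 100% = wells with excess untagged CBFb-SMMHC; inhibitors lower the FRET ratio by blocking Runt binding to CBFb-SMMHC; some results filed as inactive read as strong as hits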
Target sequence (Q01196 whole entry, looked up): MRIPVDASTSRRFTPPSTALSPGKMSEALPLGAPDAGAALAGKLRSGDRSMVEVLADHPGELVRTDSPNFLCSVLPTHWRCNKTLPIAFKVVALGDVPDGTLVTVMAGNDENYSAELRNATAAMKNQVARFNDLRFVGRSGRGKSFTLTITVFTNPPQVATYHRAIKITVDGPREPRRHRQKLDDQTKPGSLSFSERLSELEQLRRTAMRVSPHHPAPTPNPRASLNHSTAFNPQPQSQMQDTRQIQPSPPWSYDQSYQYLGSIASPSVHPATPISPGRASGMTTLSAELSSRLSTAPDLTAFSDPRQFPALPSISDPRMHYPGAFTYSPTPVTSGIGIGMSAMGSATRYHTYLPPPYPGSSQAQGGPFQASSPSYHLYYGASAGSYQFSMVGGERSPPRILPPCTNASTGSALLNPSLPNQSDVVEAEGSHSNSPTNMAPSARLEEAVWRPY
Target sequence (Q13951 whole entry, looked up): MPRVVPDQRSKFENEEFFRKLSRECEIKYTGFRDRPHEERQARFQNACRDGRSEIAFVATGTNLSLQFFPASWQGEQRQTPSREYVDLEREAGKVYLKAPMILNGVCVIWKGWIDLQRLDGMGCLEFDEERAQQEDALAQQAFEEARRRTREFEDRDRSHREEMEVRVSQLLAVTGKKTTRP
* marks the source's active call; other numbers are inactive results; / = not tested or not shown; [ ] = another dose, or the depositor's remark. Rows were taken by chance. About 5.9% of those tested had a hit in this group.

SMILES	EBV gp42 inh	MDM2 E3 inh	CHOP inh	NCF1 inh	TRPN1 ag	PPC-1+TRAIL kill	TRPML3 agonist	TNF necrop inh	Runt-SMMHC FRET
Cc1c(C2Nc3ccccc3C(=O)N2O)cnn1C (configuration not stated)	-19.7	4.1	-7.2	-0.5	0.8	15.3	1.0	0.8	1.1
CCN(CC)C(=O)CN1C(=O)C2(OCC(C)(c3ccccc3)CO2)c2ccccc21 (configuration not stated)	-2.1	-15.0	15.1	-12.8	1.9	20.0	6.5	-4.5	-0.7
Cc1ccccc1NC1=C(Cl)C(=O)OC1OC(C)C (configuration not stated)	-20.9	-15.1	-7.2	-4.6	-0.1	9.8	0.2	-1.9	-0.4
CSc1ncccc1C(=O)NCC1CCCCC1	-4.0	-9.1	-0.2	6.5	1.1	17.3	0.7	8.9	-1.9
CC(C)CN1C(=O)C(=O)N(CC(=O)Nc2cc(Cl)ccc2Oc2ccccc2)C1=O	-3.3	-12.1	41.5	-10.5	0.4	17.6	0.4	1.7	-3.0
CN(C)S(=O)(=O)c1ccc(Cl)c(C(=O)Nc2nc3ccccc3[nH]2)c1	-11.6	-8.8	-13.3	-12.2	2.4	16.8	1.8	3.3	-4.3
CC(C)c1nc(SCC(=O)Nc2c[nH]c(=O)[nH]c2=O)c2cnn(-c3ccccc3)c2n1	-14.7	-2.0	51.8	1.4	-1.2	2.2	0.5	0.6	-8.7
O=C(CCN1C(=O)C2C3C=CC(C3)C2C1=O)Oc1ccc2ccccc2c1 (configuration not stated)	-2.1	-11.4	27.7	-5.5	1.1	9.1	1.0	0.6	0.9
CC(C)(C)NC(=S)N/N=C\c1ccc(-c2ccc([N+](=O)[O-])cc2)o1	-22.1	-1.0	-3.5	-32.7	10.1	-15.5	4.0	-0.2	-59.2
C#CCn1c(=NC(=O)c2cccs2)sc2cccc(OCC)c21	7.2	-3.9	12.5	-16.9	1.8	29.9	0.6	-0.1	6.0
CCC(C)(NC(=O)c1ccccn1)C(=O)NC1CCCCC1 (configuration not stated)	-12.4	-6.1	1.6	-0.9	-0.3	29.0	-0.1	0.5	-2.8
Cn1c(=O)[nH]c(=O)c2[nH]c(CN3CCN(Cc4ccccc4)CC3)nc21	-18.2	-7.4	6.2	-7.4	/	2.3	/	2.6	-0.9
Cc1ccc(C(=O)N/N=C\c2cc3c(cc2Br)OCO3)s1	10.7	4.1	92.9*	1.0	-0.9	-11.7	0.1	1.0	2.6
COC(=O)N/N=C/c1ccc(/C=N/NC(=O)OC)cc1	-1.1	-6.2	42.2	-2.1	-1.1	1.4	1.0	0.3	1.1
Cc1ccc(SCc2cn3c(C)cc(C)nc3n2)cc1	-5.5	-0.7	19.0	-2.5	0.2	4.4	0.2	-0.9	1.1
O=c1[nH]cnc2scc(-c3ccccc3)c12	8.3	-8.5	26.2	-2.6	-0.8	-7.4	-0.9	-7.9	3.8
COc1ccc(C2=C(C=C(C#N)C#N)C(c3ccccc3C)c3ccccc3O2)cc1OC (configuration not stated)	-7.5	1.4	62.1	-23.1	0.6	-18.1	0.2	-0.9	-13.3
CCOc1ccc(NC(=O)C(c2ccccn2)N(C(=O)CCl)c2ccc(OCC)cc2)cc1 (configuration not stated)	-20.3	1.6	-4.7	-2.7	-0.5	-23.0	0.0	4.0	21.1
CCCCN(C(C)=O)C1CC(=O)N(c2ccc(OCCC)cc2)C1=O (configuration not stated)	-10.4	-40.0	25.8	-13.8	2.3	18.2	-1.1	1.2	-1.7
Cc1cc(C)n(CC(=O)N/N=C/c2cc([N+](=O)[O-])ccc2O)n1	-18.5	-10.9	48.4	-4.5	1.0	10.8	0.2	-3.8	-0.7
COc1cccc(C(c2nnnn2CCc2ccccc2)N2CCN(c3ccccc3)CC2)c1OC (configuration not stated)	-7.0	-11.2	28.0	-7.2	2.1	21.1	6.6	0.4	-39.7
Cc1csc(NC(=O)CSc2nnc(C)c(=O)n2N)n1	5.2	-18.6	16.3	3.5	0.2	16.1	0.5	2.8	-5.3
COc1ccc(NC(=O)c2ccc(OCc3c(C)noc3C)c(OC)c2)cn1	-4.9	-1.3	9.6	-11.4	1.4	0.5	1.0	-0.5	-2.8
CN(C)/C=C/C(=O)c1ccc(Cl)cc1	-5.5	2.3	20.8	-23.7	-0.1	2.4	0.3	-4.9	1.9
COc1cc2c(cc1OC)C1(Nc3c-2c(-c2ccccc2)nn3-c2ccccc2)C(=O)Nc2ccccc21 (configuration not stated)	-9.7	-20.0	49.0	-17.6	-0.7	20.6	0.1	-2.6	-1.1

Profiles, looked up by structure. Order of screens: EBV gp42 inh, MDM2 E3 inh, CHOP inh, NCF1 inh, TRPN1 ag, PPC-1+TRAIL kill, TRPML3 agonist, TNF necrop inh, Runt-SMMHC FRET
CCOc1ccc(NC(=O)C(c2ccccn2)N(C(=O)CCl)c2ccc(OCC)cc2)cc1 (configuration not stated) as listed: -20.3, 1.6, -4.7, -2.7, -0.5, -23.0, 0.0, 4.0, 21.1
Cc1cc(C)n(CC(=O)N/N=C/c2cc([N+](=O)[O-])ccc2O)n1 as listed: -18.5, -10.9, 48.4, -4.5, 1.0, 10.8, 0.2, -3.8, -0.7

Later entries:
SMILES	EBV gp42 inh	MDM2 E3 inh	CHOP inh	NCF1 inh	TRPN1 ag	PPC-1+TRAIL kill	TRPML3 agonist	TNF necrop inh	Runt-SMMHC FRET
C=CCn1c(COc2cccc(C)c2)nnc1SCC(=O)NC(=O)NCc1ccco1	2.5	-5.7	21.7	-13.4	0.0	-4.7	-1.0	-4.2	9.3
Cc1csc2c(=O)sc(NC(=O)c3ccco3)nc12	-20.3	-12.1	-16.3	-19.6	0.6	7.3	0.5	-3.0	59.0*
Cc1cc(C)c(C#N)c(OCC(=O)c2ccc(Br)cc2)n1	-9.7	-13.3	40.1	-12.4	-1.2	8.8	0.3	0.0	4.7
Cc1cccc(CN2CCN(CC(=O)NCCCN3CCCC3=O)C2=O)c1	3.6	-16.2	-2.1	-2.1	1.7	-16.7	-0.2	0.7	-0.6
CCc1c(C(C)=O)oc2ccc3c(C)cc(=O)oc3c12	-10.6	/	30.2	0.8	-0.8	10.1	-0.1	-0.6	0.9
Cc1noc(C)c1C(=O)OCC(=O)c1c(N)n(CC(C)C)c(=O)n(C)c1=O	-21.1	-18.3	23.2	-2.3	0.8	15.6	1.1	-4.4	1.2
O=C(N/N=C/c1ccc[nH]1)c1cccc(Br)c1	-6.3	5.5	10.2	-7.3	0.7	30.0	0.3	-1.0	-16.0
COC(=O)C1=NN(c2ccccc2OC)C2C(=O)N(c3ccccc3OC)C(=O)C12 (configuration not stated)	-0.7	/	0.7	1.3	1.3	-6.0	-0.1	0.8	-6.8
O=C(Nc1ccccc1C(=O)N/N=C/c1ccc(O)cc1)c1ccccc1	1.7	-49.0	-0.7	-2.7	1.4	29.4	0.1	-17.6	-1.6
CCOC(=O)CN1C=C(c2ccc3ccccc3n2)C(C[N+](=O)[O-])c2ccccc21 (configuration not stated)	14.7	-16.7	19.4	-15.3	0.7	-6.1	0.4	0.6	-141.2
CC(=O)c1ccc(C(=O)N2CCc3c([nH]c4ccccc34)C2c2cccc(C)n2)s1 (configuration not stated)	6.1	4.9	8.5	-17.8	0.4	-2.5	-0.1	-4.6	-0.2
C=CCNc1nc(N2CCOCC2)c(C#N)c2c1CN(C)CC2	-7.2	-15.5	16.7	-14.8	0.4	6.5	-0.5	-0.8	54.7*
O=C(Oc1c(Cl)cc(Cl)c2cccnc12)N1CCCCC1	-13.8	10.5	55.6	-15.2	-1.1	8.7	0.1	-3.1	-1.8
CS(=O)(=O)N1CCN(c2ccccc2NC(=O)CSc2nnc(-c3ccco3)o2)CC1	-7.7	-2.2	25.0	-12.3	-0.3	33.9	0.2	1.0	-3.7
C/C(=N/NC(=O)CNC(=O)c1ccncc1)c1ccc(Cl)cc1	-23.9	-25.9	-1.6	-2.6	-1.2	13.0	-0.1	1.9	-7.3
O=C(c1ccc(F)cc1)n1c(=S)nc2ccccn21	-1.2	-31.3	20.7	-4.0	-0.5	81.3*[5 µM]	-0.4	-14.5	-9.9
CCOC(=O)CN(C(=O)COc1nc(-c2ccccc2)cc(C)c1C#N)c1cccc(OC)c1	-11.5	-10.5	-0.8	-2.2	-1.7	4.2	0.8	2.5	-4.0
Cc1cc(C)n(Cc2nc3ccccc3n2C)n1	-1.8	-1.2	11.6	-3.4	-2.0	-3.8	0.3	-1.2	-1.3
O=C([C@H](Cc1ccccc1)NS(=O)(=O)c1ccc(Cl)cc1)N1CC[C@@]2(O)CCCC[C@H]2C1	-4.8	-4.7	5.2	-6.2	2.2	17.3	-0.9	-0.1	3.1
CCN(CC)C(=O)c1[nH]cnc1C(=O)N[C@@H](CC(C)C)C(=O)OCc1ccccc1	-11.4	/	3.7	3.6	-1.3	18.3	-1.1	0.6	-1.8
O=C(Oc1c(Cl)cc(Cl)c2cccnc12)c1cccc([N+](=O)[O-])c1	-20.6	-10.4	96.8*	15.6	0.7	26.8	0.8	0.0	-24.0
CCOc1ccc(N(C(C)C(=O)NC(C)CC)S(C)(=O)=O)cc1 (configuration not stated)	-10.4	5.9	-9.6	2.9	0.3	9.0	0.7	-2.0	-3.4
O=C(NCCc1ccncc1)c1ccccc1F	-0.9	-13.0	68.0	-7.1	0.6	-0.5	1.0	-1.5	1.4
CCOC(=O)CCNC(=O)N1CCCC(CNS(=O)(=O)c2cccs2)C1 (configuration not stated)	-3.4	-15.4	-4.9	-6.0	3.1	-8.0	0.4	0.6	-7.6
Cc1cc(=O)n2c(ccc3ccccc32)c1C#N	-3.4	-8.4	-8.8	-12.5	1.6	12.0	0.4	-0.3	-10.3
O=C(NO)C1CC2C=CC1C2 (configuration not stated)	-14.6	7.7	27.2	1.7	-0.3	24.1	1.4	-2.1	-1.8
O=C(Nc1nc(=O)c2ccccc2s1)c1ccc(Cl)cc1	-5.4	-24.3	75.4*	13.2	0.1	28.6	0.6	-0.6	4.1
COc1ccc(CC(=O)Nc2cc(C)ccn2)cc1	-7.8	-34.9	5.4	-8.6	0.8	35.7	0.5	2.8	1.2
O=S(=O)(/N=C(/c1ccccc1)N1CCCCCC1)c1ccccc1	-17.9	-7.4	1.0	-8.7	-2.2	-9.2	0.5	0.6	-0.4
